Avidin bead fluor: green autofluorescence of compounds with avidin beads – biophysical, 488/530 nm, flow cytometry, artefact control, profiling panel. compound fluorescence 488/530 nm; hits give high values. fluorescence (KMESF) at 10 µM. actives 0.38% (n = 220,000). AID 1775, 2009; in the data active means fluorescence above about 47; further: inactives centre near 10
ABCB1 block: ABCB1 efflux pump inhibitors, primary screen, cell-based, multiplex, flow cytometry, ABCG2 counter-screen; ATP-dependent translocase ABCB1 (Homo sapiens), P08183; CCRF-Adr cells, JC-1 efflux; inhibition, % at 6.6 µM; actives 0.067% (n = 190,000); in the data active means inhibition above about 40%;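 further: 0% = vehicle and 100% = reference inhibitor; higher value means more JC-1 retained so stronger ABCB1 efflux block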
Mcl-1 Bim block: inhibitors of Bim peptide binding to Mcl-1, primary screen, biochemical, bead-based flow cytometry, multiplex. inhibition, % at 10 µM. Bim peptide-Mcl-1 binding. AID 1009, 2008. actives 0.1% (n = 190,000); in the data active means inhibition above about 40%;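 further: 0% = no compound tracer wells and 100% = peptide blocker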
Target sequence (Q07820 whole entry, looked up): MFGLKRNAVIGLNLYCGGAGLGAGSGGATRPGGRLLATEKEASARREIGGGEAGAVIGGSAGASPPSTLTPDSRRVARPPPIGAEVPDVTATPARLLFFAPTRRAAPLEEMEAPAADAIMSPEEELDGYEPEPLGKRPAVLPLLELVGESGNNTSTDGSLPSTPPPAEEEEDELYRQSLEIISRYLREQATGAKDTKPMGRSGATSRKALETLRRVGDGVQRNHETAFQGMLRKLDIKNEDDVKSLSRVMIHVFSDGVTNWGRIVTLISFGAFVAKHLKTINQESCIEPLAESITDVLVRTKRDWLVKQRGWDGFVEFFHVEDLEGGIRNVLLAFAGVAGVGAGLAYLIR
GSH fluor: compound fluorescence on glutathione beads, profiling panel, artefact control, biophysical, 488/530 nm, flow cytometry; GSH beads flow cytometry, compound fluorescence 488/530 nm; hits give high values; fluorescence (KMESF) at 10 µM; actives 0.25% (n = 190,000); in the data active means fluorescence above about 89;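 further: glutathione beads carrying GST-tagged Bcl family fusion proteins plus one bare bead set; values are compound well signal with DMSO vehicle wells as background; inactives centre near 16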
Mcl1-Noxa inh: Mcl-1/Noxa binding inhibitors, primary screen, biochemical, TR-FRET, 1536-well; inhibition, % at 21.7 µM; Induced myeloid leukemia cell differentiation protein Mcl-1 (Homo sapiens), Q07820; actives 1.5% (n = 220,000); TR-FRET Mcl-1/Noxa peptide binding, 2 h; AID 1022, 2008;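 active means compounds that cut the protein-peptide binding signal by more than 50% relative to plate controls in a single-dose test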;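 further: His-tagged Mcl-1 with rhodamine Noxa BH3 peptide and terbium anti-His antibody; 0% = Mcl-1 plus Noxa peptide wells and 100% = peptide-only wells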
Mcl1-Bid inh: Mcl-1/Bid binding inhibitors, primary screen, biochemical, TR-FRET, 1536-well; TR-FRET Mcl-1/Bid-Dy647 peptide binding; inhibition, % at 21.7 µM; actives 0.97% (n = 220,000);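 active means compounds that cut the binding signal by more than half at the single screening dose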;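 further: His-tagged Mcl-1 with europium anti-His antibody binding Bid BH3 peptide; 0% = Mcl-1 plus peptide wells and 100% = peptide-only wells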
ABCG2 inh: ABCG2 efflux pump inhibitors, primary screen, multiplex with ABCB1, IgMXP3 cells, flow cytometry; actives 0.1% (n = 190,000); inhibition, % at 6.6 µM; JC-1 efflux;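 active means inhibition above 80%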;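 further: 0% = DMSO and 100% = nicardipine control wells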
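Test system: IgMXP3 (ABCG2) plus far-red-tagged CCRF-Adr (ABCB1) cells. Reagent: JC-1 dye as substrate. Timing: 10 min exposure at 25 °C with rotation, no wash. Measured by: flow cytometric JC-1 green MFI at 530 nm. Read-out: percent efflux inhibition, scaled nicardipine 100% to DMSO 0%. Control set: nicardipine and DMSO wells.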
RGS8-Gao: RGS8-Galphao binding modulators, primary screen, biochemical, multiplexed bead flow cytometry; Guanine nucleotide-binding protein G(o) subunit alpha (Homo sapiens), P09471; actives lie on both sides; response (percent of control binding), % at 10 µM; actives 0.34% (n = 220,000); in the data active means response below about 60% or above about 140%; inactive means in between;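 further: Galphao activated as the GDP aluminium fluoride complex binding bead-coupled RGS8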
Target sequence (P09471 whole entry, looked up): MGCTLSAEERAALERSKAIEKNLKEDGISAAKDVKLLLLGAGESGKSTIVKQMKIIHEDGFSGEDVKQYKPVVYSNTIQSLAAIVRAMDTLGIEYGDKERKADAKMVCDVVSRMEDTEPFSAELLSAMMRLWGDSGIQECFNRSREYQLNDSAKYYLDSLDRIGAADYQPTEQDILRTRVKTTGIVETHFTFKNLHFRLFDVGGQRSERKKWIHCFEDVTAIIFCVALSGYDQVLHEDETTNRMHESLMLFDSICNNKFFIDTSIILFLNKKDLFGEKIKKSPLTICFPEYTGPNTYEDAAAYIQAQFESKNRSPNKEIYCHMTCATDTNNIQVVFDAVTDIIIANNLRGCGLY
Pf gametocyte: late stage P. falciparum gametocyte viability inhibitors, primary screen, ATP luminescence, HTS; P. falciparum stage V gametocytes, 24 h; inhibition, % at 10.9 µM; actives 0.065% (n = 150,000); AID 743093, 2013;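 active means inhibition above the mean plus 3 SD of compounds within the control limits, set per campaign, cut at about 38% in these data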;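 further: 0% = DMSO wells and 100% = medium only without gametocytes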
RGS7-Gao: RGS7-Galphao binding modulators, primary screen, biochemical, multiplexed bead flow cytometry; actives lie on both sides; actives 0.35% (n = 220,000); binding response (% of control), % at 10 µM; AID 1439, 2008; Guanine nucleotide-binding protein G(o) subunit alpha (Homo sapiens), P09471; in the data active means binding response below about 49% or above about 150%; inconclusive means no clear call, values can overlap the other calls; inactive means in between;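 further: fluorescent Galphao held in activated GDP-AlF4 state binding bead-coupled RGS7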
RGS4-Gao reg: modulators of RGS4 binding to Galphao, primary screen, biochemical, multiplexed bead flow cytometry; Guanine nucleotide-binding protein G(o) subunit alpha (Homo sapiens), P09471; actives lie on both sides; binding response (% of control), % at 10 µM; actives 0.33% (n = 220,000); in the data active means binding response below about 49% or above about 150%; inactive means in between;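 further: fluorescent Galphao activated with aluminum fluoride binding bead-coupled RGS4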
* = called active by the depositor; ? = inconclusive; . = not tested or not shown. An unsorted share of the library; any-hit rate near 3.3%.

Under each structure – Avidin bead fluor | ABCB1 block | Mcl-1 Bim block | GSH fluor | Mcl1-Noxa inh | Mcl1-Bid inh | ABCG2 inh | RGS8-Gao | Pf gametocyte | RGS7-Gao | RGS4-Gao reg
> CO/N=C/c1cccn1-c1nccc(N(C)C)c1C#N
 : 3 | 1.1 | 0.0 | 10 | 11.1 | -5.0 | 2.3 | 98.5 | . | 98.4 | 94.9
> COC(CCN(C)C)(c1ccccc1)c1ccccc1
 : 10 | 0.5 | -1.0 | 24 | 9.6 | -23.4 | 2.6 | 96.4 | 12.2 | 91.9 | 95.1
> CCC(C)(C)n1nnnc1C(c1cc2cc(C)ccc2[nH]c1=O)N1CCCC1 (stereo unspecified)
 : 8 | 0.7 | 3.0 | 21 | 5.1 | -6.9 | 4.8 | 102.0 | 1.7 | 98.6 | 97.8
> CC(=O)NS(=O)(=O)c1ccc(NC(=O)NC2CCCCC2)cc1
 : 35 | 0.2 | 6.0 | 20 | -0.1 | 4.8 | 0.8 | 100.1 | 8.9 | 91.5 | 98.3
> O=C(/C=C/c1ccccc1)N1CCN(c2cccc(Cl)n2)CC1
 : 22 | 0.8 | 0.0 | 52 | -10.0 | -48.9 | 4.7 | 98.3 | -3.3 | 95.3 | 95.3
> CCOC(=O)NNC1CC(=O)N(c2ccc(OC)cc2)C1=O (stereo unspecified)
 : 9 | 0.7 | -1.0 | 20 | -11.1 | -21.5 | 1.9 | 99.3 | 10.0 | 99.9 | 95.6
> OCC1C2c3ccccc3C(c3ccccc32)C1CO (stereo unspecified)
 : 7 | . | . | . | 20.3 | -8.6 | . | 101.3 | 15.0 | ? | 104.7
> O=C(CC1CCCCC1)c1c(O)c2ccccc2oc1=O
 : 11 | -0.2 | 1.0 | 45 | -0.9 | -19.6 | 4.7 | 101.6 | 3.3 | 99.0 | 101.1
> Cc1ccc(-c2nc(=S)c3c(n2CC2CCCO2)CC(C)(C)OC3)cc1 (stereo unspecified)
 : 9 | 3.1 | 4.0 | 36 | 4.0 | -10.0 | 12.3 | 96.5 | -28.2 | 98.8 | 100.9
> COc1ccc2[nH]cc(C(=O)CN3CCN(C/C=C/c4ccccc4)CC3)c2c1
 : 12 | 1.0 | 3.0 | 12 | 0.3 | -52.8 | 3.1 | 100.9 | . | 97.1 | 103.9
> CCOC(=O)c1cnn(C(=O)c2ccccc2)c1N
 : 3 | -0.2 | -8.0 | 10 | 14.1 | 16.6 | 4.9 | 110.4 | -16.9 | 104.3 | 102.0
> COCCOC(=O)C1=C(C)N(Cc2ccccc2)C(=O)NC1c1cccc(OC)c1OC (stereo unspecified)
 : 7 | 0.9 | 1.0 | 12 | 7.1 | -4.3 | 0.2 | 99.9 | 22.2 | 96.6 | 96.4
> COc1cccc(NS(=O)(=O)CC23CCC(CC2=O)C3(C)C)c1 (stereo unspecified)
 : 26 | 1.4 | -3.0 | 24 | -14.1 | -9.9 | 12.5 | 96.1 | . | 93.5 | 93.5
> O=Cc1cccn1-c1ccc(O)cc1
 : 13 | 0.6 | -3.0 | 11 | 4.7 | -12.8 | 5.9 | 102.9 | -22.4 | 101.2 | 98.6
> Cc1cccc(Nc2nc(-c3ccncc3)cs2)c1
 : 6 | 0.7 | 23.0 | 17 | 28.7 | -28.7 | 2.6 | 97.0 | . | 104.2 | 99.7
> COCC(C)OC(=O)c1c(N)n(CCCN2CCOCC2)c2nc3ccccc3nc12 (stereo unspecified)
 : 5 | . | . | . | -10.9 | -19.7 | . | 94.9 | -10.2 | ? | 90.0
> NC(=O)c1ccc(N2CCN(S(=O)(=O)c3ccccc3)CC2)c([N+](=O)[O-])c1
 : 27 | -0.2 | 0.0 | 15 | -13.3 | -4.9 | -0.1 | 100.2 | -15.9 | 102.0 | 99.7
> O=C(NCc1nc2ccccc2[nH]1)C1=C[C@H](c2ccc(Br)cc2)C[C@H](OCc2ccc(CO)cc2)O1
 : 5 | 1.7 | 0.0 | 17 | -25.6 | -5.9 | 9.9 | 94.9 | . | 88.3 | 93.2
> CC(C)OCCCNC(=O)c1cc(Sc2ccc(F)cc2)nc2ccccc12
 : 14 | . | -3.0 | 9 | 24.8 | -15.2 | 14.2 | 95.4 | 18.8 | 95.0 | 92.1
> Cc1cc(CNC(=O)Cc2ccc(F)cc2)c2ccccc2n1
 : 9 | 1.3 | -1.0 | 12 | -2.5 | 3.2 | 5.6 | 100.2 | -9.0 | 98.0 | 99.8
> Cn1c(=O)c2c(ncn2CC(=O)N2CCN(c3ccccc3)CC2)n(C)c1=O
 : 8 | -0.2 | -6.0 | 29 | 6.8 | -25.7 | 2.0 | 92.1 | 12.6 | 93.3 | 90.7
> COc1ccccc1N1CCN(S(=O)(=O)/C=C/c2ccccc2)CC1
 : 8 | 0.2 | -3.0 | 56 | -12.2 | -32.7 | 0.6 | 99.7 | . | 98.2 | 101.1
> O=C1CC[C@@H](CN(Cc2ccccn2)Cc2nc(Cc3ccccc3)no2)N1
 : 6 | -0.1 | -2.0 | 19 | -23.7 | 0.0 | -0.9 | 99.0 | -41.6 | 100.5 | 101.0
> O=C(O)COc1ccccc1/C=N/NC(=O)CSc1nc2ccccc2n1Cc1ccc(Cl)cc1
 : 5 | . | . | . | 1.9 | 11.9 | . | 100.5 | -8.4 | ? | 96.9
> CCn1c(SCC(=O)NCCc2ccc(Cl)cc2)nnc1-c1cccs1
 : 6 | 0.6 | -3.0 | 36 | -2.1 | -18.4 | 2.8 | 106.8 | -3.6 | 108.4 | 112.1

A second format for some results above:
> COc1ccc2[nH]cc(C(=O)CN3CCN(C/C=C/c4ccccc4)CC3)c2c1
  Avidin bead fluor: 12
  ABCB1 block: 1.0
  Mcl-1 Bim block: 3.0
  GSH fluor: 12
  Mcl1-Noxa inh: 0.3
  Mcl1-Bid inh: -52.8
  ABCG2 inh: 3.1
  RGS8-Gao: 100.9
  Pf gametocyte: .
  RGS7-Gao: 97.1
  RGS4-Gao reg: 103.9
> O=Cc1cccn1-c1ccc(O)cc1
  Avidin bead fluor: 13
  ABCB1 block: 0.6
  Mcl-1 Bim block: -3.0
  GSH fluor: 11
  Mcl1-Noxa inh: 4.7
  Mcl1-Bid inh: -12.8
  ABCG2 inh: 5.9
  RGS8-Gao: 102.9
  Pf gametocyte: -22.4
  RGS7-Gao: 101.2
  RGS4-Gao reg: 98.6
> Cc1ccc(-c2nc(=S)c3c(n2CC2CCCO2)CC(C)(C)OC3)cc1 (stereo unspecified)
  Avidin bead fluor: 9
  ABCB1 block: 3.1
  Mcl-1 Bim block: 4.0
  GSH fluor: 36
  Mcl1-Noxa inh: 4.0
  Mcl1-Bid inh: -10.0
  ABCG2 inh: 12.3
  RGS8-Gao: 96.5
  Pf gametocyte: -28.2
  RGS7-Gao: 98.8
  RGS4-Gao reg: 100.9
> O=C(O)COc1ccccc1/C=N/NC(=O)CSc1nc2ccccc2n1Cc1ccc(Cl)cc1
  Avidin bead fluor: 5
  ABCB1 block: .
  Mcl-1 Bim block: .
  GSH fluor: .
  Mcl1-Noxa inh: 1.9
  Mcl1-Bid inh: 11.9
  ABCG2 inh: .
  RGS8-Gao: 100.5
  Pf gametocyte: -8.4
  RGS7-Gao: ?
  RGS4-Gao reg: 96.9

Screening results from PubChem BioAssay.
